GCN5L2 inh = GCN5L2 (KAT2A) acetyltransferase inhibition. Q92830. GCN5L2 HAT assay, ThioGlo1 CoA-SH fluorescence. Potency, µM (titrated, usually from 58.9 µM), inactives show at the highest dose activity change, negative = inhibition, actives largely listed as inhibitors. actives 0.21% (n = 390,000). AID 504327
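GCN5L2 (20 nM) in 50mM HEPES pH 7.5, 0.1mM EDTA, 0.01% Tween-20 preincubated 15 min with compounds at room temperature. Reaction started with H3(1-25) 75uM, acetyl-CoA 70uM, ThioGlo1 50uM; CoA-thiol fluorescence (Ex340/Em540) read at 0 and 20 min.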
DT40 TDP1 CPT = DT40-hTDP1 cell growth loss with CPT; Potency, µM (doses to about 46.2 µM), for the others: top-dose activity change, negative = growth inhibition, usual class: inhibitors; chicken DT40 Tdp1-/-;hTDP1 cells + 20 nM CPT, ATP luminescence, 48 h; AID 686979; actives 12% (n = 420,000); also: nearly all actives have a fitted effect of over 55% in size
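Chicken DT40 Tdp1-/- cells stably complemented with human TDP1 were seeded at 400 cells/well in medium containing 20 nM camptothecin, exposed to pin-transferred compounds, and grown at 37 °C for at least 48 hr. Viability was read as ATP luminescence.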
FEN1 inhibitor = human FEN1 inhibition; P39748; Recombinant FEN1 flap cleavage, fluorescence, 15 min; Potency, µM (top dose mostly 114 µM), for the others: top-dose activity change, negative = inhibition, actives largely listed as inhibitors; actives 0.35% (n = 390,000); AID 588795; also: nearly all actives have a fitted effect of over 65% in size
Target sequence (P39748 whole entry, looked up): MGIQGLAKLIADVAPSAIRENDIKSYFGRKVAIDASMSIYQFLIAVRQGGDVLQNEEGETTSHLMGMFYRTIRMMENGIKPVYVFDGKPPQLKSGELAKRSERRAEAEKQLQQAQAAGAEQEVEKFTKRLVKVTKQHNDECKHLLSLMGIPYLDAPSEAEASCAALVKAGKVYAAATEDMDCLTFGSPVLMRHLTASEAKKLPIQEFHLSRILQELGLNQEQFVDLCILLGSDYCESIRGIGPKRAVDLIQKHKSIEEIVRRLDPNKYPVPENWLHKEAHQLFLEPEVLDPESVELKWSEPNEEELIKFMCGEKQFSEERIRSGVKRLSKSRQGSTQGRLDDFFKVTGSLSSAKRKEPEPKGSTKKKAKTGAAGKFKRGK
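Concentration–response screening of FEN1 (10 nM): 15 min compound preincubation at room temperature, reaction started with 50 nM substrate and read at 0 and 15 min. Corrected, normalized data were fitted by a four-parameter Hill equation.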
* hit, by the source's call; ? = inconclusive; . = not tested or not shown; [ ] = another dose, or the depositor's remark. Calls follow the shape of the dose curve; as a rule, active = well fitted curve in the direction sought with a large enough effect; inconclusive = small, poorly fitted or top-dose-only effect, or another doubt; inactive = no such curve, though single readings can be large; an effect the other way counts as inactive or inconclusive. % is scaled to controls: 0 for no effect and ±100 for the full control effect; potency is read from the fitted curve at half-maximal effect.

no.	Compound	GCN5L2 inh	DT40 TDP1 CPT	FEN1 inhibitor
1	COc1ccc(C(=O)N/C(=C\c2ccc(SC)cc2)C(=O)NCCCn2ccnc2)cc1OC	-2%	-24%	2%
2	COc1ccc(NC(=O)CN2C(=O)c3ccccc3S2(=O)=O)cc1OC	-11%	1%	-3%
3	O=C(NC(=S)Nc1ccc(S(=O)(=O)Nc2nccs2)cc1)c1ccc(F)c(F)c1	-5%	-28%	-6%
4	CC(Sc1nnc(C2CC2)n1-c1ccccc1)C(=O)N1CCNC1=O (stereo not given)	0%	8%	2%
5	Cn1nc(-c2ccccc2)c(CO)c1Oc1ccc(F)cc1	0%	?	2%
6	CCCS(=O)(=O)c1c(S(=O)(=O)CCC)c2c(C)cccn2c1C(N)=O	-2%	-15%	-1%
7	CC1CCCCN1CCCNC(=O)c1ccc(N2CCCC2=O)cc1 (stereo not given)	10%	11%	-3%
8	Cn1nc(C(=O)N2CCc3ccccc32)c2ccccc2c1=O	-5%	-11%	1%
9	CCCCCC(=O)Nc1ccc(S(=O)(=O)Nc2nccc(C)n2)cc1	-4%	-7%	-14%
10	O=C(N/N=C/c1ccc(Br)s1)c1ccccc1[N+](=O)[O-]	-13%	0%	-5%
11	NNC(=O)CN1C(=O)Nc2ccc(Br)cc2C1c1ccccc1 (stereo not given)	0%	-13%	-1%
12	Cc1cnc(CNc2ncncc2-c2cccc(NS(C)(=O)=O)c2)cn1	-1%	-6%	.
13	COc1cccc(/C=C2\Oc3cc(OCC(=O)N4CCC[C@H]4C(=O)O)ccc3C2=O)c1	0%	-3%	?
14	Cc1cc(NC(=O)/C=C/c2ccccc2)c(C(C)C)cc1O	1%	-22%	-17%
15	O=c1[nH]c2ccccc2n1CCC1CCCCC1	-17%	-25%	0%
16	COc1cc(NC(=O)C(CC(C)C)NS(=O)(=O)c2ccc3c(c2)CCCC(=O)N3)cc(OC)c1 (stereo not given)	-10%	-20%	-2%
17	Cc1cc(=O)n(CC(=O)Nc2ccc([N+](=O)[O-])cc2)c(-n2nc(C)cc2C)n1	-3%	18µM*	10%
18	O=C(CSc1nncs1)Nc1cc(S(=O)(=O)N2CCOCC2)ccc1N1CCCC1	2%	1%	-2%
19	COc1cc(NS(=O)(=O)c2ccc3c(c2)OCC(C(=O)N2CCCC2)O3)cc(OC)c1 (stereo not given)	4%	?	2%
20	COc1ccc(C(=O)N2CCC(n3c(C)nc4cc(F)ccc43)CC2)cc1OC	-3%	-14%	1%
21	COc1cc(/C=C/C(=O)O)ccc1OS(=O)(=O)c1c(C)cc(C)cc1C	-8%	-23%	2%
22	CCOC(=O)c1oc2ccccc2c1CSc1nnc(-c2ccco2)o1	-10%	?	-21%
23	CC(C)Cc1nnc(NC(=O)CCC(=O)NCc2ccccc2Cl)s1	-1%	20%	1%
24	CC1CCCN(CCOc2ccc(Br)cc2)C1 (stereo not given)	-4%	3%	9%
25	Brc1cnc(N2CCCC2)nc1N1CCCCC1	-3%	-19%	10%
26	CCOc1ccccc1-n1c(SCC(=O)NC(C)(C)C)nnc1-c1ccoc1C	-3%	-15%	0%
27	CCOCCCNC(=O)c1ccc(CS(=O)(=O)Cc2ccc(C)cc2)o1	-29%	0%	-4%
28	O=C(Cn1ccc2cc(S(=O)(=O)N3CCCCC3)ccc21)NCc1ccccc1Cl	-5%	18µM*	10%
29	CN(C)c1nc2c(N)ncnc2n1[C@H]1O[C@@H](CO)[C@H](O)[C@@H]1O	0%	10%	3%
30	CSCCC(NC(=O)COc1ccccc1)C(=O)NCCOc1ccccc1 (stereo not given)	-4%	-10%	22%

From compound 27 up to 30, copied from above:
no.	Compound	GCN5L2 inh	DT40 TDP1 CPT	FEN1 inhibitor
27	CCOCCCNC(=O)c1ccc(CS(=O)(=O)Cc2ccc(C)cc2)o1	-29%	0%	-4%
28	O=C(Cn1ccc2cc(S(=O)(=O)N3CCCCC3)ccc21)NCc1ccccc1Cl	-5%	18µM*	10%
29	CN(C)c1nc2c(N)ncnc2n1[C@H]1O[C@@H](CO)[C@H](O)[C@@H]1O	0%	10%	3%
30	CSCCC(NC(=O)COc1ccccc1)C(=O)NCCOc1ccccc1 (stereo not given)	-4%	-10%	22%

Other entries.
no.	Compound	GCN5L2 inh	DT40 TDP1 CPT	FEN1 inhibitor
31	COCCSc1nnc(NC(=O)C2CCN(C(=O)c3ccco3)CC2)s1	0%	8%	-10%
32	Cc1cccc(C(=O)O/N=C2\CCS(=O)(=O)c3sccc32)c1	-3%	-4%	4%
33	Nc1cc(N)nc(SCc2cccc(F)c2)n1	-13%	1%	6%
34	COc1cccc(C(=O)NC(c2ccc(Cl)cc2)c2cc(Cl)c3cccnc3c2O)c1 (stereo not given)	-6%	8.2µM*	-18%
35	COc1ccc(-c2cc(C(F)(F)F)nc(SCC(=O)NCCN3CCOCC3)n2)cc1OC	-13%	0%	-3%
36	CCCc1cc(=O)n2[nH]c(SCc3ccccc3)nc2n1	-26%	-22%	-7%
37	C=CCNC(=O)C1CC1(c1cccc(C)c1)c1cccc(C)c1 (stereo not given)	.	2%	-2%
38	CNc1nc(-c2ccccc2Cl)nc2ccccc12	-9%	-17%	.
39	Cc1cccc(Cn2c(=O)n(-c3cc(C)cc(C)c3)c(=O)c3oc4ccccc4c32)c1	-3%	8.2µM*	5%
40	CCOc1ccccc1N1CCN(C(=O)C2CSC3(C)CCC(=O)N23)CC1 (stereo not given)	1%	-12%	-1%
41	COc1ccc(CNCCC(c2ccc3c(c2)OCO3)c2ccccc2OC)cc1 (stereo not given)	-2%	6.5µM*	-19%
42	Cc1ccccc1OCc1nnc(SCc2cc(=O)c3ccc(C)c(C)c3[nH]2)n1C	-1%	?	11%
43	COCCn1c(SCC(=O)c2c[nH]c3ccccc23)nc2cc(C(=O)NCC(C)C)ccc2c1=O	21%	?	0%
44	COc1cc(OC)c(NC(=O)CN(C)S(=O)(=O)c2ccc3c(c2)CCCC(=O)N3)cc1Cl	6%	.	5%
45	COc1ccccc1NC(=O)C(C)Sc1nnc2ccc3ccccc3n12 (stereo not given)	-2%	21µM*	20%

Overlap with the part before: three entries, followed by the next part.
no.	Compound	GCN5L2 inh	DT40 TDP1 CPT	FEN1 inhibitor
43	COCCn1c(SCC(=O)c2c[nH]c3ccccc23)nc2cc(C(=O)NCC(C)C)ccc2c1=O	21%	?	0%
44	COc1cc(OC)c(NC(=O)CN(C)S(=O)(=O)c2ccc3c(c2)CCCC(=O)N3)cc1Cl	6%	.	5%
45	COc1ccccc1NC(=O)C(C)Sc1nnc2ccc3ccccc3n12 (stereo not given)	-2%	21µM*	20%
46	Cc1cc(/C=N/NC(N)=S)c(O)c(/C=N/NC(N)=S)c1	-6%	-1%	-4%
47	Cc1ccc2c(c1)c1c3n2CCN(C(=O)CCl)C3CCC1 (stereo not given)	-3%	4.6µM*	6%
48	CNC(=O)/C=C/c1cc(C(=O)c2ccc(Cl)cc2Cl)cn1C	-3%	?	-5%
49	CCCCCCCCNC(=O)/C(C#N)=C/c1ccc(SC)cc1	-7%	?	-6%
50	CCOc1cc(/C=C/C(=O)NCCc2ccc(S(N)(=O)=O)cc2)ccc1OCC(C)C	20%	13µM*	3%
51	CCOC(=O)c1ccccc1NC(=O)c1sc2ncn(CC)c(=O)c2c1C	2%	-2%	7%
52	Cc1cc(/C=N/NC(=O)c2cccc(F)c2)c(C)n1-c1ccccc1	-7%	?	12%
53	COc1ccc(F)cc1S(=O)(=O)Nc1cc2c3c(c1)CC(=O)N3CCC2	-7%	?	3%
54	CSc1nc2ccc(NC(=O)COc3ccccc3F)cc2s1	-3%	-14%	16%
55	O=C(Nc1nnc(-c2ccco2)o1)c1ccc(N2C(=O)CCC2=O)cc1	-16%	3%	5%
56	COc1ccccc1N(CC(=O)Nc1ccc2c(c1)OCCO2)S(=O)(=O)c1ccc(C)cc1	-10%	?	8%
57	O=C(Nc1ccc(N2CCOCC2)c(Cl)c1)c1cc(F)c(F)cc1Cl	-1%	?	-4%
58	O=[N+]([O-])CC(c1ccc(F)cc1)c1c[nH]c2ccccc12 (stereo not given)	-8%	7.3µM*	-5%
59	CC1CCC2(CC1)NC(=O)N(CC(=O)N1CCOCC1)C2=O (stereo not given)	-2%	3%	10%
60	CC(=O)c1ccc(N2CCN(C(=O)c3cc4c(s3)-c3ccccc3OC4)CC2)cc1	-7%	.	5%
61	O=C(O)C1CCCN(S(=O)(=O)c2ccc(F)cc2)C1 (stereo not given)	4%	3%	-5%
62	Cc1nc2ccccc2c(=O)n1NC(=O)c1cncc(Br)c1	-10%	-5%	4%
63	COc1ccccc1Nc1nc(NCC2CCCO2)c2ccccc2n1 (stereo not given)	-4%	23µM*	?
64	O=C1c2cccnc2C(=O)N1Cc1ccc(S(=O)(=O)NCc2ccco2)s1	-1%	6%	-4%
65	CC(=O)Nc1cccc(NC(=O)CCn2cnc3cc(C)c(C)cc32)c1	-7%	-8%	-5%
66	Cc1c(C(=O)N2CCN(C3CCS(=O)(=O)C3)CC2)oc2ccc(Cl)cc12 (stereo not given)	2%	-18%	7%
67	O=C(CCN1CCc2ccccc2C(O)(c2ccccc2)C1)c1ccc2c(c1)OCCO2 (stereo not given)	.	2.3µM*	-18%
68	CCOc1ccc(C(=O)OCC(=O)Nc2cccnc2Cl)cc1OCC	-3%	-6%	5%
69	COc1ccc(NC(=O)/C(Cl)=C(/Cl)S(=O)Cc2ccc(Cl)cc2)cn1 (stereo not given)	-20%	0.13µM*	-4%
70	CCOC(=O)/C=C1\SCC(=O)N1CC(=O)c1ccc[nH]1	-4%	-1%	-2%
71	Cc1cc(C)n2nc(NCc3ccccc3Cl)nc2n1	-2%	-9%	-1%
72	O=C(Nc1nnc(-c2ccncc2)s1)Nc1ccccc1F	-3%	?	-11%
73	COc1ccc(N(C(C)C(=O)NC2CCCCCC2)S(C)(=O)=O)cc1 (stereo not given)	-4%	-26%	-11%
74	COc1ccccc1N1CCN(CC(=O)NCC2CCCO2)CC1 (stereo not given)	-3%	-4%	0%
75	O=C(N(c1ccccn1)c1ccccn1)C12CC3CC(CC(C3)C1)C2	-2%	0%	-4%
76	Cc1nn(-c2ccccc2)c(Cl)c1C(=O)NCc1cccs1	17%	15%	-14%
77	COc1cc(C(=S)N2CCOCC2)cc(OC)c1OC(=O)c1ccc([N+](=O)[O-])cc1[N+](=O)[O-]	-27%	?	10%
78	CCNS(=O)(=O)c1ccc(CCC(=O)N2CCN(c3cc(Cl)ccc3C)CC2)cc1	0%	13µM*	-2%
79	COC(=O)C1=CN(C(C)c2ccccc2)C=C(C(=O)OC)C1c1cc(OC)c(OC)c(OC)c1 (stereo not given)	-34%	?	-16%
80	CC(C)(C)c1ccc(C(=O)C[n+]2ccccc2Cl)cc1	.	-23%	-13%
81	CCNc1nc(N)c(C(=C(C#N)C#N)c2ccccc2)s1	-20%	?	-12%
82	COc1ccc2c(=O)cc(C(F)(F)C(F)(F)F)oc2c1	-1%	-1%	-15%
83	N#CCCN/N=C(/Cc1nc2ccccc2[nH]1)c1cccc(Cl)c1	-8%	-16%	0%
84	Cc1ccccc1NS(=O)(=O)c1ccc(NC(=O)N2CCCCC2)cc1	-2%	?	2%
85	COc1ccc(C2NC3=C(CCC3)C3(C#N)C(OC)(OC)N=C(N)C23C#N)cc1 (stereo not given)	-2%	-11%	-7%
86	Cc1ccc(OCCn2c(CNc3ccccc3C)nc3ccccc32)cc1	-16%	23µM*	-2%
87	COc1ccccc1C(=O)Nc1ccc(-c2nc3cc(C)cc(C)c3o2)cc1	0%	-8%	8%
88	Cc1cc2n(n1)C(c1ccccc1)Nc1ccccc1-2 (stereo not given)	1%	?	-17%
89	Cn1cc(C(=O)NC2CCCCC2)c(=O)c2cc(S(=O)(=O)N3CCOCC3)ccc21	-11%	-11%	19%
90	CCOC(=O)COc1ccccc1C1Nc2ccccc2C(=O)N1c1cccc(Cl)c1 (stereo not given)	-12%	?	9%
91	C[C@H]1C(c2ccc(F)cc2)=NN(c2ccccc2)[C@@H]1CO	?	18µM*	7%
92	COc1cc(-c2nnc(SCC(=O)N3c4ccccc4Sc4ccccc43)o2)cc(OC)c1OC	-4%	?	-17%
93	O=C1N(Cc2cccc(Cl)c2)C[C@@H]2C[C@@H](c3cccc4ncccc34)N3CCC[C@@]123	42%[activator]	23µM*	-11%
94	O=c1cc(-c2ccccc2)nc(SCCOc2ccccc2Cl)[nH]1	-1%	-17%	52%[activator]
95	COc1cccc(OCC(Cn2c(C)nc3ccccc32)OC(C)=O)c1 (stereo not given)	1%	?	-20%
96	Cc1ccc(C(=O)Oc2ccccc2C(=O)N2CCOCC2)cc1	-1%	-3%	-5%
97	O=C(c1ccc(CNc2c(N3CCCC3)c(=O)c2=O)cc1)N1CCN(C2CCCCC2)CC1	1%	-9%	1%

From PubChem

Some of the compounds tested. The share of hits here may be higher or lower than overall.
